# MrgX1 ag: human MrgX1 receptor agonism, primary screen; MrgX1-HEK293 cells, Fluo-4 calcium fluorescence, agonist mode; stronger effect = higher value; B-score at 10 µM; 0.44% of 310,000 active;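 active means calcium response B-score plate-corrected fluorescence ratio at least 3 library SD, with starting fluorescence B-score inside 5 SD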
# Target sequence (Q96LB2 whole entry, looked up): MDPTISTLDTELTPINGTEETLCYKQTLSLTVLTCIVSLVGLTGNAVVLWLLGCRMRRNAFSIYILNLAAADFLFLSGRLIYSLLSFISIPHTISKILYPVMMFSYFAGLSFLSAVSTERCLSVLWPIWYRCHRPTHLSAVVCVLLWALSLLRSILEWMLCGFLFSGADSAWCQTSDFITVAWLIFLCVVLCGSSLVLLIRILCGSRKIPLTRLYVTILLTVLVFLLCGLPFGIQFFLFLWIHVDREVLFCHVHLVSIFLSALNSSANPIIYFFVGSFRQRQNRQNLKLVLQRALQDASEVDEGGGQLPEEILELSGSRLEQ
#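 System: HEK293 cells stably expressing human MrgX1 receptor; Dosing: test compound in the initial addition of three; Schedule: overnight plating, then 30 min 37 °C plus 30 min room-temperature dye loading; Detection: kinetic calcium dye fluorescence, Fluo-4 NW; Controls: per-plate positive and negative controls for Z′ factor.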
# PolyA inhibitor: yeast polyadenylation inhibition | S. cerevisiae SKY197-pL101 polyadenylation reporter, beta-gal luminescence; efflux-impaired pdr1/pdr3 knockout yeast; score 100 = 6 SD above DMSO | calls only at 12 µM | 0.02% of 300,000 active;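 active means lowest replicate activity score at least 50, where 100 means six control SD above control mean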;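 further: yeast exposed to compound for 9 h at 30 °C; higher score means more reporter readthrough which indicates perturbed polyadenylation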
# TRPC4 agonist: activators of mouse TRPC4 channel; Q9QUQ5; HEK293 TRPC4beta/mu-opioid, Fluo4 calcium fluorescence; stronger effect = higher value; B-score at 10 µM; 0.49% of 310,000 active; AID 2237;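 active means B-score above 5 SD of library B-scores, and initial fluorescence ratio not above library mean plus 5 SD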;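 further: positive B-score marks a calcium rise read as TRPC4 activation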
#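 system = HEK293 cells stably co-expressing mouse TRPC4beta and mu-opioid receptor | schedule = Fluo4 dye loading 45 min at room temperature, 110 s recording | measure = B-scored integrated calcium fluorescence ratio | signal = Fluo4 calcium-sensitive dye fluorescence, kinetic, 1 Hz baseline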
# TRPC4 block: blocks the mouse TRPC4 cation channel | HEK293 TRPC4beta/mu-opioid, DAMGO-evoked Fluo4 calcium flux; stronger effect = lower value | B-score at 10 µM | 0.39% of 300,000 active;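 active means B-score over 3 SD under the library average, no early fluorescence shift, positive overall ratio signal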
#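 Material: HEK293 cells with stable TRPC4beta plus mu-opioid receptor expression; probe or stimulus: DAMGO in two steps, submaximal then maximal; technique: Fluo4 calcium fluorescence by kinetic imaging, 5 s 1 Hz baseline; measure: integrated fluorescence ratio relative to baseline, converted to per-well B score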
# TRPC4 PAM: allosteric potentiators of mouse TRPC4 channel | HEK293 TRPC4beta/mu-opioid, DAMGO EC20, Fluo-4 Ca2+ flux; stronger effect = higher value | B-score at 10 µM | 0.42% of 310,000 active | AID 2227;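 active means B-score of calcium response area above 5 SD of library B-scores, with initial fluorescence ratio within 5 SD of library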;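 further: B-score of integrated fluorescence ratio over time as area under calcium response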
# TRPC6 act: activates the mouse TRPC6 cation channel; Q61143; HEK293-TRPC6 membrane potential dye fluorescence; stronger effect = higher value; B-score at 10 µM; 0.13% of 310,000 active; AID 2550;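 active means B-score of the integrated fluorescence ratio above library mean plus 3 SD, and starting fluorescence ratio within library mean plus 5 SD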;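 further: higher score means more depolarization so channel activation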
# AI-2 QS modul: modulators of Vibrio harveyi AI-2 quorum sensing system; Vibrio harveyi JMH597 AI-2 luminescence/OD600 ratio, 9 h; stronger effect = lower value; strain lacks LuxN and CqsS sensors; 0 = neutral-control median; activity change, % at 7.5 µM; 0.4% of 300,000 active; AID 2094; in the data active means activity change below about -75%, passing the limit was not always enough;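 further: luminescence divided by OD600 gain over 9 h not by final OD600 alone; inactives centre near 13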
# HIF act: HIF pathway transcriptional activation; U2OS HRE-luciferase reporter, luminescence; normalized: DMSO 0%, desferrioxamine 100%; activation, % at 7.5 µM (by protocol); 0.32% of 300,000 active; AID 1910;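 active means mean activation of at least 10% of the iron chelator positive control signal, with at least half of replicates also reaching 10%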
# TRPC6 inhibitor: inhibitors of mouse TRPC6 channel | Q61143 | HEK293-TRPC6, membrane potential dye, ACh-evoked depolarization; stronger effect = lower value | B-score at 10 µM | 1.1% of 310,000 active | AID 2553;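 active means B-score under library mean minus 3 SD, initial fluorescence not abnormally high, positive integrated signal ratio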;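 further: B-score derived from integrated fluorescence ratio over the kinetic read; more negative B-score means stronger inhibition of depolarization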
# MrgX1 antag: antagonists of human MrgX1 receptor; 1.3% of 310,000 active; Q96LB2; B-score at 10 µM; MRGX1-HEK293 calcium flux, Fluo-4, BAM8-22 antagonism; stronger effect = lower value;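 active means calcium-response B-score plate-corrected more than 3 library SD below zero, starting fluorescence within 5 deviations, no agonist response on first addition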;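 further: peak minus trough fluorescence over baseline after final BAM8-22 challenge near maximal dose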
# MrgX1 allo act: human MrgX1 positive allosteric modulation, primary screen; Q96LB2; MrgX1-HEK293, Fluo-4 calcium flux, FDSS; stronger effect = higher value; 0.63% of 310,000 active; B-score at 10 µM;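 active means plate-corrected calcium response at least 3 library SD above typical, normal starting fluorescence, not activating the receptor alone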;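 further: compound read alongside a low EC10 to EC30 dose of BAM8-22 agonist; peak minus trough fluorescence over baseline measured at the second addition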
# The depositor's hits bear a star; i = inactive; / = not tested or not shown. Some of the compounds tested. The share of hits here may be higher or lower than overall.
canonical_smiles	MrgX1 ag	PolyA inhibitor	TRPC4 agonist	TRPC4 block	TRPC4 PAM	TRPC6 act	AI-2 QS modul	HIF act	TRPC6 inhibitor	MrgX1 antag	MrgX1 allo act
Cc1cc([N+](=O)[O-])nn1CCCC(=O)NC1CCCCC1	i	i	i	i	i	i	6	0.0	i	i	i
Cc1ccc(CNC(=O)c2c(C)cc(=O)oc2C)cc1	i	i	i	i	i	i	22	0.0	i	i	i
COc1ccc(C(=O)COC(=O)C2CCCN2C(=O)C23CC4CC(CC(C4)C2)C3)cc1 (stereo unspecified)	i	/	i	i	i	i	26	0.0	i	i	i
CCN(Cc1ccccc1)C(c1cccs1)c1nnnn1C1CCCCC1 (stereo unspecified)	i	i	i	i	i	i	32	-0.1	i	i	i
CSc1nc(-c2ccc(Cl)cc2)nn1C(=O)c1ccccc1	i	i	i	i	i	i	9	1.5	i	i	i
CSc1ccc(C(=S)N2CCN(C)CC2)cc1	i	i	i	i	i	i	9	0.2	i	i	i
O=S(=O)(c1ccc(NC(=S)N2CCN(c3ccc(O)cc3)CC2)cc1)N1CCOCC1	i	i	i	i	i	i	16	-0.5	i	i	i
COC(=O)c1ccc(Cl)c(NC(=O)Cc2ccccc2[N+](=O)[O-])c1	i	i	i	i	i	i	16	-0.2	i	i	i
O=C(O)C1CCCN1S(=O)(=O)c1ccc(Br)s1 (stereo unspecified) (tested in a mixture with another compound)	i	i	i	i	i	i	34	-0.3	i	i	i
CCNc1nc2c(c(=O)n(C)c(=O)n2C)n1CCCc1ccccc1	i	i	i	i	i	i	/	0.7	i	i	i
O=C(O)c1ccc(CSc2ncn[nH]2)cc1	i	i	i	i	i	i	26	0.6	i	i	i
Cc1ccc(NC(=O)c2sccc2-n2cccc2)c(Cl)c1	i	i	i	i	i	i	34	0.0	i	i	i
Cc1cccc(N2C(=O)/C(=C\c3ccc(C(=O)O)cc3)c3ccccc3C2=O)c1	i	i	i	i	i	i	49	-0.4	i	i	i
O=[N+]([O-])c1cc(Br)c(O)c(/C=N/Nc2nc3ccccc3s2)c1	/	i	i	i	i	i	47	1.8	i	/	/
CCc1ccc(S(=O)(=O)Nc2c(C)n(C)n(-c3ccccc3)c2=O)cc1	i	i	i	i	i	i	1	-1.3	i	i	i
c1ccc(N2OCC3Cn4c(nc5ccccc54)C32)cc1 (stereo unspecified)	i	i	i	i	i	i	10	1.2	i	i	i
Cc1ccc(NC(=O)CCNS(=O)(=O)c2ccc3c(c2)oc(=O)n3C)cc1	i	i	i	i	i	i	32	-0.3	i	i	i
CN(CCc1ccccn1)C(=O)Nc1cccc(Cl)c1	i	i	i	i	i	i	19	0.7	i	i	i
O=C(CCCC(=O)Nc1cccc(Br)c1)N/N=C/c1cc([N+](=O)[O-])ccc1O	i	i	i	i	i	i	-3	5.2	i	i	i
O=C(c1ccco1)N1CCCC(N2CCN(c3cccc(C(F)(F)F)c3)CC2)C1 (stereo unspecified)	i	i	i	i	i	i	25	0.2	i	i	i
COc1ccc(C)cc1NC(=O)CSc1nc2scc(C)c2c(=O)[nH]1	i	i	i	i	i	i	42	0.0	i	i	i
COc1ccc(C(=O)NCc2nnc(SC)n2Cc2ccccc2)cc1	i	i	i	i	i	i	26	1.0	i	i	i
N#Cc1c(N)nc2c(c1-c1ccccc1)CCCC2	i	i	i	i	i	i	14	0.3	i	i	i
Cc1ccc(OCc2nnc(SCC(N)=O)n2N)cc1	i	i	i	i	i	i	7	0.2	i	i	i
C=CCOC(=O)C1=C(C)N=C2SCCC(=O)N2C1/C=C/c1ccccc1OC (stereo unspecified)	i	i	i	i	i	i	11	-0.6	i	i	i
CC(=O)Oc1c(C(C)C)cc(N(C(C)=O)c2ccccc2)cc1C(C)C	i	i	i	i	i	i	9	-0.5	i	i	i
CCOC(=O)Cn1cc(C(=O)OC)c2ccccc21	i	i	i	i	i	i	34	0.4	i	i	i
CCCC(=O)NCCc1cc2ccc(OC)cc2[nH]c1=O	i	i	i	i	i	i	9	-1.7	i	i	i
COc1ccc(C(=O)CSc2n[nH]c(=O)n2Cc2ccco2)cc1	i	i	i	i	i	i	1	0.3	i	i	i
CN1Cc2sc(N)c(C#N)c2CC1(C)C	i	i	i	i	i	i	14	-0.4	i	i	i

# Grouped by structure: the compounds so far with a furan ring, fused or not (2)
canonical_smiles	MrgX1 ag	PolyA inhibitor	TRPC4 agonist	TRPC4 block	TRPC4 PAM	TRPC6 act	AI-2 QS modul	HIF act	TRPC6 inhibitor	MrgX1 antag	MrgX1 allo act
O=C(c1ccco1)N1CCCC(N2CCN(c3cccc(C(F)(F)F)c3)CC2)C1 (stereo unspecified)	i	i	i	i	i	i	25	0.2	i	i	i
COc1ccc(C(=O)CSc2n[nH]c(=O)n2Cc2ccco2)cc1	i	i	i	i	i	i	1	0.3	i	i	i

# More structures.
canonical_smiles	MrgX1 ag	PolyA inhibitor	TRPC4 agonist	TRPC4 block	TRPC4 PAM	TRPC6 act	AI-2 QS modul	HIF act	TRPC6 inhibitor	MrgX1 antag	MrgX1 allo act
O=C(O)CSCC(=O)Nc1ccc(C(F)(F)F)cc1	i	i	i	i	i	i	11	-0.1	i	i	i
COc1cccc(CNC(=O)Cc2ccc(NC(=O)C3=C(C)OCCS3)cc2)c1	i	i	i	i	i	i	12	2.5	i	i	i
Cc1cc(/C=C2\SC(N)=NC2=O)c(C)n1-c1ccc(F)cc1	i	i	i	i	i	i	28	0.4	i	i	i
c1ccc(CCNc2c3c(nc4ncnn24)CCC3)cc1	i	/	i	i	i	i	11	0.0	i	i	i
O=C(COc1ccccc1C(=O)NCC1CCCO1)Nc1ccc(Br)cc1 (stereo unspecified)	i	i	i	i	i	i	188	-0.4	i	i	i
Cn1c2c(c(=O)n(C)c1=O)C1(C(=O)Nc3ccccc31)C(C#N)=C(N)O2 (stereo unspecified)	i	i	i	i	i	i	58	-0.9	i	i	i
COc1ccc(S(=O)(=O)NCC2CCCN(C(=O)CNC(C)=O)C2)cc1 (stereo unspecified)	i	i	i	i	i	i	37	0.3	i	i	i
CCOC(=O)C1(CCOc2ccccc2)CCN(Cc2cnc(C)[nH]2)CC1	i	i	i	i	i	i	18	0.0	i	i	i
COc1ccc(OCc2nc(C#N)c(NCCCn3ccnc3)o2)cc1	i	i	i	i	i	i	6	-0.5	i	i	i
Cn1c(=O)oc2cc(S(=O)(=O)N3CCC(C(=O)NCc4cccs4)CC3)ccc21	i	i	i	i	i	i	13	0.1	i	i	i
Cn1c(-c2ccc(F)cc2)cnc1NCc1ccc(C#N)cc1	i	i	i	i	i	i	33	0.0	i	i	i
COc1ccc(C(=O)Oc2ccc3ccc(=O)oc3c2)cc1OC	i	i	i	i	i	i	25	0.2	i	i	i
O=C(c1cncc(Br)c1)N1CCN(S(=O)(=O)c2ccccc2C(F)(F)F)CC1	i	i	i	i	i	i	28	0.3	i	i	i
CC(=O)Nc1ccc(S(=O)(=O)N(C)CC(=O)OCC(=O)N2CCCCCC2)cc1	i	i	i	i	i	i	9	0.3	i	i	i
COc1ccc(CCNC(=O)C2CC(=O)N(c3ccc(C)cc3)C2)cc1OC (stereo unspecified)	i	i	i	i	i	i	14	-0.3	i	i	i
O=C(c1c(F)cccc1F)N1CCN(c2ncccn2)CC1	i	i	i	i	i	i	5	-0.5	i	i	i
COc1ccc(/C=N/n2c(C)nc3sc(C)c(C)c3c2=O)cc1OC	i	i	i	i	i	i	1	3.6	i	i	i
CCOC(=O)COc1c(C=O)cc(Br)cc1OC	i	i	i	i	i	i	20	0.6	i	i	i
Cc1ccc(S(=O)(=O)N(C)Cc2ccc(C(=O)N/N=C3\CCCC(=O)C3)cc2)cc1	i	i	i	i	i	i	24	-0.2	i	i	i
COc1cccc(C(=O)NCCCNC(=O)c2cccc(OC)c2)c1	i	i	i	i	i	i	5	1.6	i	i	i
COc1ccc(CNc2ncccc2[N+](=O)[O-])cc1	i	i	i	i	i	i	24	3.6	i	i	i
Cc1ccc(-c2nc(-c3cccnc3)sc2CC(=O)Nc2ccc(C)c(Cl)c2)cc1	i	i	i	i	i	i	10	/	i	i	i
Cc1c(CN2CCC(CO)(CCOc3ccccc3)CC2)[nH]c2c(Cl)cccc12	i	i	i	i	i	i	-7	-0.9	i	i	i
Cc1cc(C)cc(C(=O)N2CCN(Cc3ccc4c(c3)OCO4)CC2)c1	i	i	i	i	i	i	19	0.7	i	i	i
COc1ccc(N2CCN(CC(=O)Nc3ncc(C)s3)CC2)cc1	i	i	i	i	i	i	11	-1.4	i	i	i
COc1cc(CNn2nnnc2N)ccc1OCc1c(Cl)cccc1Cl	i	i	i	i	i	i	11	0.0	i	i	i
Cc1ccc(/C=C2\SC(=S)N(CCC(=O)NNC(=O)c3ccc(O)cc3)C2=O)cc1	i	i	i	i	i	i	17	0.2	i	i	i
Cc1ccc(-n2c(C)cc(/C=N/NC(=O)c3ccncc3)c2C)cc1	i	i	i	i	i	i	6	0.3	i	i	i
CC(=O)Nc1cccc(OC(=O)c2ccoc2C)c1	33*	i	i	i	i	i	39	-0.1	i	i	i
NC(=S)NC(c1ccccc1)c1ccncc1 (stereo unspecified)	i	i	i	i	i	i	20	-0.2	i	i	i
CS(=O)(=O)N(Cc1ccccc1)c1ccc(C(=O)N2CCc3ccccc3C2)cc1	i	i	i	i	i	i	27	-0.5	i	i	i
O=C(NCc1ccco1)c1cc(NS(=O)(=O)c2cccc([N+](=O)[O-])c2)ccc1O	i	i	i	i	i	i	25	-0.3	i	i	i
CC(C)(C(=O)c1ccccc1)/[N+]([O-])=C/c1ccc(Br)cc1	i	/	i	i	i	i	-6	0.0	i	i	i
CO/N=C(/CS(=O)(=O)c1ccc(Br)cc1)c1ccc(OC)cc1	i	i	i	i	i	i	22	0.9	i	i	i

# Screening results (PubChem)
